PTEN del growth – growth suppression of PTEN-null HCT116, primary screen, cell-based, CellTiter-Glo | HCT116 PTEN-null viability, 60 h; stronger effect = lower value | viability, % at 10 µM | hit rate 1.2% among 140,000 | AID 827, 2007;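 active means viability at or below a set limit, 4 SD under the median of all tested compounds, cut at about 3.7% in these data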;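 further: PTEN knockout HCT116 line with beta catenin targeted HCT116 as companion control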
Phagocytosis inh – inhibitors of macrophage phagocytosis, primary screen, imaging, J774A.1 cells, IgG beads | J774A.1 macrophage IgG-bead phagocytosis | inhibition, % at 5 µM | hit rate 0.07% among 110,000;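 active means inhibition above the mean of the plate negative controls plus 5 SD, cut at about 13% in these data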;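 further: phagocytic index as fraction of beads internalized from green versus red external bead signal; plate controls were DMSO negative control for no effect and cytochalasin-D positive control for full effect; some results beyond the cut were filed as inactive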
bCat KO growth – primary screen for growth suppressors in beta-catenin knockout HCT116 cells (colon tumor, human) | HCT116 beta-catenin knockout viability, CellTiter-Glo, 60 h; stronger effect = lower value | viability, % at 10 µM | hit rate 1.5% among 140,000;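 active means viability at or under a set limit, the compound median less 4 SD, cut at about 6% in these data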;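 further: 0% = Hyamine 1622 control at 20 µM and 100% = untreated cell control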
E-sel TNF inh – E-selectin induction blockers in HUVEC – imaging, immunofluorescence, high content, primary screen; inhibition, % at 2 µM; AID 1246, 2008; hit rate 0.71% among 120,000; HUVEC TNFa-induced E-selectin immunofluorescence;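 active means inhibition above the batch mean plus 3 SD, and confirmed as a hit on visual image review, cut at about 43% in these data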;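 further: 0% = TNF-stimulated DMSO wells and 100% = unstimulated control wells; not every result past the cut was called active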
Yeast lifespan up – compounds extending yeast replicative lifespan, primary screen, S. cerevisiae, OD615; S. cerevisiae growth with nicotinamide; deaD strain in restrictive glucose medium; hit rate 0.68% among 130,000; inhibition of the nicotinamide effect, % at 10 µM;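 active means inhibition above a set limit, placed 3 SD over the median of all compounds, cut at about 26% in these data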;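 further: 0% = nicotinamide-treated wells and 100% = cells grown without nicotinamide; some compounds called inactive have numbers as strong as hits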
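Measured by: optical density (absorbance) at 615 nm; System: modified budding yeast, DeaD strain; Medium: restrictive CSMM-D dextrose medium; Timing: 4 h preincubation then 48 h treatment at 30 °C.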
NPY Y2 blocker – NPY-Y2 receptor antagonists, primary screen, cell-based; Neuropeptide Y receptor type 2 (Homo sapiens), P49146; NPY-Y2 expressing cells, antagonist mode; inhibition, % at 2.7 µM; hit rate 0.99% among 140,000; AID 793, 2007; in the data active means inhibition above about 17%;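 further: 0% = vehicle with agonist challenge and 100% = reference antagonist with challenge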
Target sequence (P49146 whole entry, looked up): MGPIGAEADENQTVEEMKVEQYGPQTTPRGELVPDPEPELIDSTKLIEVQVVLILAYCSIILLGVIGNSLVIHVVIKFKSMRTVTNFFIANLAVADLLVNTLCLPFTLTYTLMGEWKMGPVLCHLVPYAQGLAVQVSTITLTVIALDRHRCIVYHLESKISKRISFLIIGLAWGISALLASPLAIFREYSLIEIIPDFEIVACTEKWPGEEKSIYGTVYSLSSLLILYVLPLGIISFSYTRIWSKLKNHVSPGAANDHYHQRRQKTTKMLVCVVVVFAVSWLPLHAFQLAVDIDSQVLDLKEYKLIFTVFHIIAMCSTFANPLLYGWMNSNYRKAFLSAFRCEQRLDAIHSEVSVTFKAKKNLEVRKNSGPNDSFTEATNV
GALR2 antag – GALR2 antagonists in receptor-expressing cells, primary screen; inhibition, % at 4 µM; antagonist mode; AID 828, 2007; Galanin receptor type 2 (Homo sapiens), O43603; hit rate 0.39% among 140,000; in the data active means inhibition above about 27%;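 further: cells stimulated with galanin 1-16 at roughly its EC80; 0% = agonist challenge control and 100% = basal control without agonist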
Target sequence (O43603 whole entry, looked up): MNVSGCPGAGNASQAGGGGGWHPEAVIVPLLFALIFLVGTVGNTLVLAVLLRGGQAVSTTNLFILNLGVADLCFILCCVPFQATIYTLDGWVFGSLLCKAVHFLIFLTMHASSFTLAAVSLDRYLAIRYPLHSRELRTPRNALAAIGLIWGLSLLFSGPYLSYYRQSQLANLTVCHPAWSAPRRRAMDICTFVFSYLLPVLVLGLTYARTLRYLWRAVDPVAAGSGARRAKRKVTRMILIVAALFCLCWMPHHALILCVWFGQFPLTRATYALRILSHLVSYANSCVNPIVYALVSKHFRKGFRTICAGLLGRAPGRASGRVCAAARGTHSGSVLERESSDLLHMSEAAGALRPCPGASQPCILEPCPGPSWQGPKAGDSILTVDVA
Measles CPE – compounds protecting cells from measles virus cytopathic effect, primary screen, measles RdRp inhibitor project, single point, MLSMR library, absorbance. Measles virus-infected cells, CPE protection. protection (pct of control), % at 4 µM. hit rate 1.5% among 140,000. AID 841, 2007; in the data active means protection mostly above about 24%, no sharp cut-off; inactive means mostly below about 26%; further: some compounds called inactive have numbers as strong as hits
Yeast growth inh – growth inhibitors of yeast BB579 in restrictive medium, primary screen, yeast lifespan-shortening project, S. cerevisiae; OD615, 48 h; inhibition, % at 10 µM; hit rate 0.51% among 140,000;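 active means inhibition above a set limit, 3 SD over the mean compound inhibition, cut at about 44% in these data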; further: inactives centre near -24
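Detection: OD615 turbidity measurement; Material: Saccharomyces cerevisiae DeaD strain BB579, replicative lifespan model yeast; Timing: 48 h exposure, 30 °C; Doses: single 10 µM dose; Medium: CSMM-D restrictive synthetic medium containing dextrose (glucose); Controls: amphotericin B at 10 µg/mL as positive control.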
MRP1 act – H69AR viability gain despite doxorubicin, primary screen, MRP-1 activator project, H69AR cells, CellTiter-Glo. viability rescue. hit rate 0.61% among 140,000. viability increase, % at 10 µM;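 active means viability gain under doxorubicin at or above a set limit, the compound median plus 3 SD, cut at about 4.7% in these data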;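 further: MRP-1 overexpressing cells given doxorubicin 25 µM after compound pretreatment; 18-22 h compound pretreatment then 72 h with doxorubicin before readout; 0% = doxorubicin-only wells and 100% = vehicle-treated cells without doxorubicin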
* marks the source's active call; other numbers are inactive results; . = no result given; & = joins results of further samples.

SMILES | PTEN del growth | Phagocytosis inh | bCat KO growth | E-sel TNF inh | Yeast lifespan up | NPY Y2 blocker | GALR2 antag | Measles CPE | Yeast growth inh | MRP1 act
CCOC(=O)/C(C#N)=C1/C=Cc2ccccc2N1CC | 100 | 0 | 112 | 53* | -13 | 4 | 2 | 5 | -34 | 1.3
CC1CCCN(C(=O)C2CCN(S(=O)(=O)c3cccc4cccnc34)CC2)C1 (stereo unspecified) | 85 | 0 | 84 | . | -6 | 1 | 9 | 4 | 20 | 0.3
CCOC(=O)N1CCC(NC(=O)C(CC(C)C)NC(=O)C2CCCCC2)CC1 (stereo unspecified) | 100 | -2 | 101 | -76 | -10 | -1 | 2 | 6 | -27 | -0.6
O=C(OCc1ccc2c(c1)OCO2)c1cccc(S(=O)(=O)N2CCCCC2)c1 | 96 | -1 | 92 | -1 | 1 | 15 | -1 | 11 | -27 | -3.4
COc1ccc(CCN2C(=O)CC(N3CCN(c4ccccn4)CC3)C2=O)cc1OC (stereo unspecified) | 103 | 9 | 94 | -5 | 1 | -1 | -13 | 15 | -53 | -0.1
Cc1ccc(S(=O)(=O)NC2c3cccc4cccc(c34)C2Sc2n[nH]c(N)n2)cc1 (stereo unspecified) | 73 | -9 | 83 | . | -5 | 0 | 9 | 15 | -25 | -3.5
CC(Sc1nnc(-c2ccc(Cl)cc2Cl)n1Cc1ccccc1)C(=O)Nc1nccs1 (stereo unspecified) | 32 | . | 39 | 5 | 46 | 29* | 13 | 9 | -57 | -5.6
CCOC(=O)Cn1nnnc1CN(Cc1cccs1)Cc1cc2cc(C)ccc2[nH]c1=O | 100 | . | 109 | -7 | -12 | 3 | 4 | 17 | -17 | -0.4
COC(=O)Cc1cc(=O)n(-c2nc3ccccc3s2)[nH]1 | 94 | -1 | 89 | 19 | 4 | 0 | -3 | 11 | -41 | -0.5
COc1ccc(/C=N/NC(=O)CN(C2=NS(=O)(=O)c3ccccc32)c2ccccc2)cc1OC | 84 | -2 | 83 | . | -2 | 1 | -10 | 8 | -59 | -1.9
O=C(NCCCNc1ccc(C(F)(F)F)cc1[N+](=O)[O-])c1ccc(F)cc1 | 98 | 3 | 102 | -10 | -2 | 7 | 7 | 7 | -10 | -1.8
Cn1ccnc1SCC(=O)Nc1cccc(O)c1 | 101 | -1 | 102 | -1 | 2 | 18* | -7 | 2 | -12 | -1.2
COc1ccc(NC(=O)CC2C(=O)N(c3ccc(OC)cc3)C(=O)N2CCN2CCN(C)CC2)cc1 (stereo unspecified) | 95 | . | 98 | -21 | 2 | 4 | 9 | 6 | -39 | -0.4
Cc1ccc(N2C(=O)C3CCC(c4ccccc4)CC3C2=O)cc1 (stereo unspecified) | 102 | -3 | 96 | . | 7 | 4 | 4 | 12 | -44 | 0.1
COc1ccc(NC(=O)Cn2nnc(C(=O)NCc3ccccc3OC)c2N)cc1Cl | 93 | 0 | 104 | -16 | -8 | 0 | 7 | 4 | -29 | -1.3
Cc1cc2nc(SCCOC(=O)Nc3cccc(Cl)c3)nc(C)c2cc1C | 77 | 2 | 85 | . | -4 | 13 | -13 | 3 | -37 | 4.4
CC1(C)c2ccccc2N2CCC(=O)NC21/C=C/c1ccco1 (stereo unspecified) | 95 | -3 | 94 | . | 14 | -2 | -5 | 10 | -40 | -2.0
CCNc1nc(NCC)n2c(SC(C(=O)Nc3cc(C)ccc3C)c3ccccc3)nnc2n1 (stereo unspecified) | 72 | -3 | 66 | . | -1 | 3 | -3 | 80* | -3 | -2.3
O=C(Nc1cccnc1)c1cccnc1 | 94 | . | 97 | . | -6 | 1 | 2 | 21 | -26 | -3.5
COc1ccc(OC)c(N(CC(=O)NCc2ccncc2)S(C)(=O)=O)c1 | 98 | -1 | 100 | 4 | -3 | -3 | 0 | 9 | -38 | -1.2
O=C(NC1CCSC1=O)c1ccc(Oc2ccc(F)cc2)nc1 (stereo unspecified) | 94 | -1 | 113 | -44 | -22 | -2 | 1 | 6 | -23 | -2.3
CC(=O)Nc1ccc(S(=O)(=O)Nc2nc3ccccc3nc2Nc2ccc3ccccc3c2)cc1 | 73 | -16 | 78 | . | 2 | -6 | 2 | 48 | -22 | -3.6
CC(C)CCNC(=O)c1cccc(Cl)c1 | 106 | -2 | 99 | 12 | -19 | 1 | 0 | 16 | -2 | -0.9
CC(CCc1ccc(O)cc1)N(C)CCc1ccccc1 (stereo unspecified) | 93 | 4 | 95 | . | -6 | 6 | -5 | 4 | -19 | -3.3
Cc1ccc(CNC(=O)C(=O)NCCCn2ccnc2)cc1 | 98 | . | 98 | 3 | . | 0 | 5 | 18 | -9 | 0.9
c1cc2c(cc1C1CCCCC1)c1c3n2CCN=C3CCC1 | 10 | . | 2.1* | -26 | . | 5 | 10 | 3 | 24 | -7.6
COc1ccc(-c2csc(N(CCc3ccccc3)C(=O)COc3ccccc3)n2)cc1 | 78 | -3 | 76 | 28 | -5 | 1 | -11 | . | -23 | 1.3
CCN(CC)CCN(C)C1CCC(c2ccccc2)CC1 (stereo unspecified) | 74 | -6 | 69 | 6 | 2 | 7 | -1 | 6 | -16 | -2.0
CCOC(=O)N1CCN(C(=O)CC(C(=O)N2CCc3ccccc32)n2ccnc2)CC1 (stereo unspecified) | 78 | -1 | 80 | 6 | -14 | 0 | 11 | 4 | -15 | -2.5
O=c1c2ccccc2nc(/C=C/c2ccc(O)cc2)n1CCc1ccccc1 | 35 | -7 | 56 | . | -2 | 5 | -15 | 6 | -38 | -4.0
Cc1c(-c2ccc(F)cc2)[n+](=O)c(-c2ccc(F)cc2)c(C)n1[O-] | 99 | 2 | 97 | -6 | -5 | 3 | 1 | 3 | -44 | -1.1
Cc1ccc(-c2csc3ncnc(NCCN4CCOCC4)c23)cc1 | 93 | -2 | 92 | 2 | -10 | 4 | 1 | 19 | -39 | -4.9
COc1cccc(OCC(=O)NNC(=O)Cc2cccs2)c1 | 102 | -15 | 100 | 16 | -4 | 2 | -6 | 4 | -23 | -1.1
CCCC(=O)Nc1cc(C)c(NC(=O)C23CC4CC(CC(C4)C2)C3)cn1 | 83 | 0 | 92 | . | 12 | 3 | 5 | 3 | -25 | -2.7
O=C1OCCC1Sc1nnc(-c2ccc(O)cc2)o1 (stereo unspecified) | 90 | . | 87 | 2 | -21 | 1 | -2 | 23 | -11 | -1.7
CCn1c(C)cs/c1=N\C(=S)Nc1ccccc1C | 79 | -10 | 83 | . | -7 | 2 | -14 | 28 | -15 | 0.6
CSc1ccc(/C=C/c2cc(=O)c3ccccc3[nH]2)cc1 | 63 | 6 | 77 | . | 0 | 3 | 21 | 6 | -18 | -2.0
NC(=O)CNC(=O)[C@@H]1CC2(CC(c3cccc(Br)c3)=NO2)CN1C(=O)c1ccc(Br)cc1 (stereo partly specified) | 74 | 0 | 75 | -31 | -19 | 3 | 1 | 5 | -36 | 2.2
CC1(C)C=C(c2ccc(C=O)s2)CC(C)(C)N1C=O | 94 | -1 | 86 | -16 | 12 | 1 | 3 | 5 | -54 | -3.3
CCn1c(SCC(=O)Nc2ccc(S(=O)(=O)Nc3onc(C)c3C)cc2)nnc1-c1ccccc1 | 96 | 0 | 97 | 3 | -3 | 0 | 4 | 4 | -29 | -0.5
CC(=O)Nc1ccc(S(=O)(=O)N2CCSC2c2ccc(C)cc2)cc1 (stereo unspecified) | 82&76 | -1 | 86 | -18 | -11 | -1 | 5 | 7 | -33 | -0.3
COC(=O)c1[nH]c2cccc(C)c2c1NC(=O)CN1CCN(c2ccccc2OC)CC1 | 91 | 0 | 95 | -15 | -15 | -4 | -7 | 7 | -22 | -0.6
O=C(Cc1c[nH]c2ccccc12)N/N=C/c1ccc(F)cc1 | 62 | -3 | 72 | . | 3 | 0 | 8 | 13 | -8 | -1.9
O=C(COc1ccccc1)N1CCN(c2ccccc2)CC1 | 97 | -1 | 96 | . | 0 | 4 | 2 | 3 | -28 | 0.3
CCCN1C(=O)/C(=C2\SC(N3CCCCC3)=NC2=O)c2ccccc21 | 62 | -1 | 65 | -3 | -24 | 2 | 2 | 11 | -9 | -2.8
O=C(c1ccco1)N1CCN(C(c2ccccc2F)c2nnnn2CC2CCCO2)CC1 (stereo unspecified) | 111 | -1 | 94 | -3 | 0 | -1 | 10 | 4 | -26 | -0.5
Cc1cc(N2CCOCC2)nc(SCC(=O)c2ccccc2)n1 | 82 | 0 | 91 | -21 | -1 | 2 | 8 | 9 | -43 | -3.6
O=C(CSc1nnc(-c2ccccc2O)o1)Oc1ccc(OCc2ccccc2)cc1 | 69 | 0 | 77 | 5 | -8 | 2 | 5 | 5 | -35 | -2.1
Cc1cc(C(=O)N2CCC(Cc3ccccc3)CC2)ccc1[N+](=O)[O-] | 76 | . | 83 | -36 | -5 | 7 | 6 | 19 | -14 | -3.0
Cc1oc(-c2ccccc2)nc1CS(=O)CC(=O)N1CCc2ccccc2C1 (stereo unspecified) | 85 | 0 | 85 | . | -2 | 1 | 3 | 17 | -28 | -3.3

An excerpt of these results, comma-delimited.
smiles,PTEN del growth,Phagocytosis inh,bCat KO growth,E-sel TNF inh,Yeast lifespan up,NPY Y2 blocker,GALR2 antag,Measles CPE,Yeast growth inh,MRP1 act
Cc1cc2nc(SCCOC(=O)Nc3cccc(Cl)c3)nc(C)c2cc1C,77,2,85,.,-4,13,-13,3,-37,4.4
COc1cccc(OCC(=O)NNC(=O)Cc2cccs2)c1,102,-15,100,16,-4,2,-6,4,-23,-1.1
CC(CCc1ccc(O)cc1)N(C)CCc1ccccc1 (stereo unspecified),93,4,95,.,-6,6,-5,4,-19,-3.3
CCn1c(C)cs/c1=N\C(=S)Nc1ccccc1C,79,-10,83,.,-7,2,-14,28,-15,0.6

Later entries.
SMILES | PTEN del growth | Phagocytosis inh | bCat KO growth | E-sel TNF inh | Yeast lifespan up | NPY Y2 blocker | GALR2 antag | Measles CPE | Yeast growth inh | MRP1 act
COc1ccc(-c2[nH]nc3c2C(c2ccoc2)C(C#N)=C(N)O3)cc1 (stereo unspecified) | 97 | . | 102 | -13 | . | 3 | -4 | 3 | -35 | -0.8
CCOc1ncccc1C(=O)Nc1cccc(C(=O)Nc2cccc(S(=O)(=O)CCO)c2)c1 | 79 | 1 | 84 | 22 | -4 | 2 | 6 | 3 | -42 | -4.4
Cc1ccc(-c2nc3ncccc3o2)cc1NC(=O)COc1ccccc1 | 91 | 1 | 99 | 2 | -13 | 21* | -1 | 5 | -17 | -3.6
Cc1ccc2nc(SCC(=O)NCc3ccco3)c(C#N)cc2c1 | 92 | . | 94 | -1 | -16 | 0 | 18 | 24 | -63 | -1.1
CC1=CC(C)=Nc2ccccc2N1 | 95 | 0 | 93 | 4 | -6 | 5 | 6 | -2 | -40 | -1.0

Screens from PubChem.
